Screening results from PubChem BioAssay.
TRPV1 ag: agonists of human vanilloid receptor 1 (TRPV1); 320,000 compounds, 0.19% hits; TRPV1-expressing cells, Fluo-8 calcium influx, agonist mode; activation, % at 8.33 µM; Q8NER1; in the data active = activation above about 80%; inconclusive = between about 30% and that limit; also: 0% is about no effect
Target sequence (Q8NER1 whole entry, looked up): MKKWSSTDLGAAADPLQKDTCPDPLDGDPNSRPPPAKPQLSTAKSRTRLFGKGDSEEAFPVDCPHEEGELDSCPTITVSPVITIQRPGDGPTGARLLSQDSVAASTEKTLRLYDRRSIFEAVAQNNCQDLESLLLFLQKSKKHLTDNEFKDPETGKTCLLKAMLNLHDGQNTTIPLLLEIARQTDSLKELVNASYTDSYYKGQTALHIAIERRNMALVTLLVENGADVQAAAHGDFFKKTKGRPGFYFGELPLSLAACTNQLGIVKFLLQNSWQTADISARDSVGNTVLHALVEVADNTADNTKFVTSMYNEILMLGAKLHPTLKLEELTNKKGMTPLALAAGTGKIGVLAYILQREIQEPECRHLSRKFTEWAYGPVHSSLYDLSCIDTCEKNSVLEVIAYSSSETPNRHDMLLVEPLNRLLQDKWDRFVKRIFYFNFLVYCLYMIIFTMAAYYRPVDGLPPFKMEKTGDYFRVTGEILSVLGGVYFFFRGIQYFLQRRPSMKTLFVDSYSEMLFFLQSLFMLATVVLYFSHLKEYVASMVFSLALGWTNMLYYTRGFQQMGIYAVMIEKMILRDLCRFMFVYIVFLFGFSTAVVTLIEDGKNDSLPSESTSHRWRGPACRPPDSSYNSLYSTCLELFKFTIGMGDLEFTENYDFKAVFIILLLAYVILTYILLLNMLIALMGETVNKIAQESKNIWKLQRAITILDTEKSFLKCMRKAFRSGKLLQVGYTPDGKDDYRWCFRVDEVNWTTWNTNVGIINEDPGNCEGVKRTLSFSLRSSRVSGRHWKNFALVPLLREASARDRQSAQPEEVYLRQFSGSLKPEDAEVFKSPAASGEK
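TRPV1-expressing cells were cultured overnight at 35.5C and loaded with Fluo-8 calcium dye for 40 to 90 min at room temperature. After a 10 s baseline, compound was added and calcium influx was read kinetically for 3 min (ex 480/em 520 nm).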
p53 reactivator: re-activators of mutant p53; H1299 p53-A138V BP100-luciferase reporter, luminescence, 24 h; Potency, µM (top dose mostly 92.2 µM), for the others: at the highest dose activity change, positive = activation, most hits filed as activators; 320,000 compounds, 0.063% hits; AID 504706; also: potency is read from the fitted curve at half-maximal effect; % of control where 0% means no effect; nearly all actives have a fitted effect of over 45% in size
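p53-null H1299 cells stably carrying temperature-sensitive p53-A138V and a BP100-luciferase reporter were pinned with compounds (4-point, 1:5 series) and held 24 hrs at 37 deg C. Luminescence was read 10 min after detection reagent.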
TCR act: T cell receptor activation | 330,000 tested, under 10 active | Potency, µM (series often up to 9.22 µM), for the others: top-dose activation of IL-2 secretion, usual class: activators | primary human leukocytes, anti-CD3, IL-2 HTRF, 48 h | AID 504894; also: % of control where 0% means no effect
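Primary human leukocytes incubated 48 hr with anti-CD3 beads plus compound, without co-stimulation. Secreted IL-2 measured by HTRF (europium cryptate/d2 anti-IL-2 pair, 320 nm excitation, 665 nm emission).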
A-T KAP1 phos: potential ataxia-telangiectasia treatment; […] A-T fibroblasts, KAP-1 phosphorylation AlphaLISA; neocarzinostatin DNA damage 30 min before lysis; Potency, µM (series often up to 57.5 µM), for the others: top-dose activation, usual class: activators; 320,000 compounds, 0.19% hits; also: potency is read from the fitted curve at half-maximal effect; % of control where 0% means no effect; nearly all actives have a fitted effect of over 45% in size
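hTERT-immortalized A-T patient fibroblasts ([…]), 500 cells/well in OPTI-MEM, 1% FBS, got compounds for 60 min, then NCS for 30 min at 37C. Lysates were then assayed for phospho-KAP-1 by AlphaLISA (anti-pKAP1 donor, anti-KAP1 acceptor beads), 6 hr at 25C.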
PTAP TSG101 blk: blocks PTAP/TSG101 interaction to inhibit HIV-1 budding. Potency, µM (highest dose often 115 µM), without a hit: at the highest dose activity change, negative = inhibition, most hits filed as inhibitors. 340,000 tested, under 10 active. Fluorescence polarization, FITC-PTAP peptide / Tsg101 binding; active = well fitted inhibition curve with a large enough effect in the main read-out, with a control signal flat, not every such curve was filed as active; inconclusive = small, poorly fitted or top-dose-only effect, or effect the other way, or a change in a side signal; inactive = no such curve, though single readings can be large or run the other way; also: potency is read from the fitted curve at half-maximal effect; % of control where 0% means no effect
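Compounds were pin-transferred onto Tsg101 binding domain (10 uM final) in HEPES pH 7.5 buffer, then FITC-PTAP peptide was added at 50 nM final. After 20 min at RT, polarization reported peptide displacement across a qHTS concentration series.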
ELG1 repair inh: blocks ELG1-dependent DNA repair in HEK293T cells | Potency, µM (titrated, usually from 46.1 µM), inactives show at the top dose activity change, negative = inhibition, most hits filed as inhibitors | 330,000 compounds, 2.3% hits | HEK293T ELG1-luciferase reporter, luminescence, 16 h; DNA damage induced by 5-fluorouridine | AID 504467; also: potency is read from the fitted curve at half-maximal effect; % is scaled to controls: 0 for no effect and ±100 for the full control effect; nearly all actives have a fitted effect of over 55% in size
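Step one: seed 2,000 cells per well. Step two: pin-transfer compound or DMSO alongside 5-fluorouridine. Step three: incubate 16 hr, 37 °C, 5% CO2. Step four: add ONE-Glo, wait 30 min, read luminescence.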
Integrin act MD: activators of alpha7 integrin expression for muscular dystrophy. alpha7betagal myoblasts, beta-gal FDG fluorescence, 48 h. Potency, µM (highest dose often 38.3 µM), without a hit: at the highest dose activation, actives largely listed as activators. 350,000 compounds, 0.064% hits. AID 624291;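 also: potency is read from the fitted curve at half-maximal effect; 100% = response of the positive control SU9516; nearly all actives have a fitted effect of over 60% in size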
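Alpha7betagal+/- myoblasts (passage 13) were plated 16-24 hr, then exposed to compounds (1:260 dilution of DMSO stock) for 48 hours at 37C. After MPER lysis, β-galactosidase reporter activity was read as FDG fluorescence (ex 480/em 540) after 30 minutes.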
BRCA1 expr up: increases BRCA1 expression | MCF7-BRCA1-FFLuc reporter, luminescence, 48 h; response scale: scaled: vehicle 0%, 10 µM genistein 100% | Potency, µM (doses to about 46.1 µM), for the others: at the highest dose activation, most hits filed as activators | 380,000 compounds, 1.1% hits; also: potency is read from the fitted curve at half-maximal effect; nearly all actives have a fitted effect of over 80% in size; some results filed as inactive show a strong effect at the top dose
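Activators of BRCA1 expression were detected as increased firefly luciferase luminescence in engineered MCF7 cells after 48 h compound incubation. Signals were scaled to genistein 10 microM as full activation.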
CXXC DNA block: blocks binding of human MLL CXXC domain to DNA | Q03164 | MLL-CXXC / FITC-HOXA9 DNA fluorescence polarization | Potency, µM (top dose mostly 115 µM), for inactives: at the highest dose activity change, negative = inhibition, most hits filed as inhibitors | 290,000 compounds, 0.037% hits; active = well fitted inhibition curve with a large enough effect in the polarisation, with a control signal flat, not every such curve was filed as active; inconclusive = small, poorly fitted or top-dose-only effect, or effect the other way, or a change in a side signal; inactive = no such curve, though single readings can be large or run the other way; the % refers to the polarisation; also: potency is read from the fitted curve at half-maximal effect
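Steps: dispense CXXC domain solution (7 uM) → pin compounds or unlabeled HOX-A9 DNA control → 5 min ambient → add FLSN-HOX-A9 solution (50 nM) → spin → 30 min ambient → fluorescence polarization. Tris pH 7.5/NaCl/DTT/BSA buffer.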
B2AR arrestin: recruits beta-arrestin to the human beta2-adrenergic receptor; Potency, µM (series often up to 46.1 µM), inactives show at the highest dose activation, actives largely listed as activators; P07550; 330,000 compounds, 0.02% hits; beta-arrestin recruitment to beta2AR, cell-based reporter;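 also: potency is read from the fitted curve at half-maximal effect; 0% = DMSO controls and full agonism = EC100 isoproterenol or metaproterenol; nearly all actives have a fitted effect of over 65% in size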
Starred values were filed as active, the others as inactive; ? = inconclusive; · = not tested or not shown; [ ] = remark or other dose. Unless noted, calls follow the shape of the dose curve; as a rule, active = well fitted curve in the direction sought with a large enough effect; inconclusive = small, poorly fitted or top-dose-only effect, or another doubt; inactive = no such curve, though single readings can be large; an effect the other way counts as inactive or inconclusive.

Sample of the layout:
SMILES,TRPV1 ag,p53 reactivator,TCR act,A-T KAP1 phos,PTAP TSG101 blk,ELG1 repair inh,Integrin act MD,BRCA1 expr up,CXXC DNA block,B2AR arrestin
C/C(=N\NC(=O)c1c(Cl)c(C)nn1C)c1cccc(NC(=O)c2cccc(F)c2)c1,2,-7%,0%,6%,-4%,?,0%,53%,?,-0.6%
COc1cc(C2C(C(C)=O)=C(O)C(=O)N2CCc2ccc(OC)c(OC)c2)ccc1O (centres undefined),-5,-6%,0%,16%,0%,9%,9%,2%,8%,0.2%

This part in full, previewed entries included:
SMILES,TRPV1 ag,p53 reactivator,TCR act,A-T KAP1 phos,PTAP TSG101 blk,ELG1 repair inh,Integrin act MD,BRCA1 expr up,CXXC DNA block,B2AR arrestin
C/C(=N\NC(=O)c1c(Cl)c(C)nn1C)c1cccc(NC(=O)c2cccc(F)c2)c1,2,-7%,0%,6%,-4%,?,0%,53%,?,-0.6%
COc1cc(C2C(C(C)=O)=C(O)C(=O)N2CCc2ccc(OC)c(OC)c2)ccc1O (centres undefined),-5,-6%,0%,16%,0%,9%,9%,2%,8%,0.2%
CC(C)(C)NS(=O)(=O)c1ccc(OCC(=O)Nc2ccc3c(c2)OCCO3)cc1,0,-4%,5%,-2%,-4%,-15%,-15%,83%,-2%,-0.7%
COC(=O)c1c(NC(=O)COC(=O)CCNS(=O)(=O)c2ccc(NC(C)=O)cc2)sc(C)c1C,0,-3%,-2%,-1%,-3%,13%,-8%,4%,·,-1.3%
CCN1C(=O)CSc2ccc(C(=O)NCc3ccco3)cc21,2,-1%,11%,4%,-5%,5%,5%,-3%,-13%,-0.6%
CC(=O)N1CCN(c2cc3c(cc2F)c(=O)c(C(=O)O)cn3C2CC2)CC1,-2,1%,-12%,17%,-4%,7%,?,15%,0%,0.0%
COc1cccc(NC(=O)CSc2nnc(-c3cccc(OC(C)C)c3)n2N)c1,11,?,-1%,3%,-2%,?,-14%,3%,0%,-0.2%
COc1ccc2c(CC(=O)OCC(=O)c3ccccc3OC)coc2c1,2,7%,8%,5%,-2%,2%,18%,-4%,-1%,0.2%
CC(C)NC(=O)N(C)C[C@H]1Oc2ccc(NC(=O)Nc3ccc4c(c3)OCO4)cc2C(=O)N([C@H](C)CO)C[C@@H]1C,·,12%,1%,0%,-6%,25%,-1%,16%,·,-0.2%
COC(=O)c1c(NC(=O)c2ccccc2)sc(Cc2ccccc2)c1C,18,4%,-2%,-3%,0%,?,13%,-17%,16%,-0.2%
O=C(CSc1nnnn1-c1cccc(C(=O)O)c1)NC(c1ccccc1)c1ccccc1,0,0%,3%,-1%[11.5 µM],-4%,15%,-7%,-20%,1%,-0.7%
O=C(COc1ncnc2c1cnn2-c1ccccc1)Nc1ccc(S(=O)(=O)N2CCCCC2)cc1,0,-2%,-3%[46.1 µM],0%,2%,?,-16%,-64%,24%,0.7%
CC1(C)CC(=O)C(C(=O)c2ccccc2)C(=O)C1Cl (centres undefined),0,·,-5%,8%,-4%,13%,4%,1%,9%,-0.1%
Cc1cccc(NC(=O)c2ccc3nsnc3c2)c1C,?,6%,0%,-1%,0%,5%,5%,57%,-9%,-0.6%
COc1cc(NC(=O)NNC(=O)c2cc3occc3n2C)cc(OC)c1OC,0,0%,1%,-2%,0%,20%,?,-1%,-10%,-1.0%
Cc1cc(C)cc(NC(=S)N=Nc2c(O)n(C)c3ccc(S(=O)(=O)N4CCOCC4)cc23)c1,-3,3%,5%,3%,-6%,?,-36%,-43%,10%,3.9%
O=C(c1[nH]ncc1-c1cccc(Br)c1)C1CO1 (centres undefined),-1,-11%,-2%,0%,1%,?,-32%,-31%,6%,-0.3%
CN(C)S(=O)(=O)c1ccc2c(c1)C(CC(=O)O)OC2=O (centres undefined),-2,6%,·,-4%,-5%,13%,9%,29%,7%,-0.4%
O=C(O)c1ccccc1C(=O)c1ccc(-c2ccccc2)cc1,-2,?,5%,?,0%,?,0%,97%,-14%,-0.8%
Cc1c(OC(C)C(=O)NCC(O)c2ccccc2)ccc2c3c(c(=O)oc12)CCCC3 (centres undefined),-5,-8%,-6%,-22%,-5%,15µM*,-17%,-27%,-2%,0.4%

Additional records:
SMILES,TRPV1 ag,p53 reactivator,TCR act,A-T KAP1 phos,PTAP TSG101 blk,ELG1 repair inh,Integrin act MD,BRCA1 expr up,CXXC DNA block,B2AR arrestin
CCOc1ccccc1Nc1nnc(SCC(=O)Nc2ccc3[nH]c(=O)[nH]c3c2)s1,-1,-2%,0%,-6%,-1%,?,-11%,-5%,3%,-0.2%
COc1ccc(-n2c(SCC(=O)NNC(=O)c3ccc(C)cc3)nnc2-c2ccncc2)cc1,1,-1%,0%[46.1 µM],-5%,-3%,-11%,0%,-1%,1%,-0.8%
COc1ccc(-c2cc(C(=O)Nc3ccc4c(c3)OCO4)no2)cc1,-1,7%,0%,5%,-1%,-2%,9%,13%,3%,0.3%
CCCOc1ccc(C(=O)N/N=C/c2ccc(-c3ccc(S(=O)(=O)Nc4ncccn4)cc3)o2)cc1,4,2%,·,·,-1%,1%,8%,14%,-19%,0.1%
N=C(N)N=Nc1c(O)[nH]c2ccc(Br)cc12,0,2%,·,-3%,-1%,-7%,11%,-35%,-6%,0.1%
CC(C)(Oc1ccc(Cl)cc1)C(=O)Nc1ncccn1,0,-4%,-1%,3%,-10%,16%,16%,3%,-3%,-0.3%
NS(=O)(=O)c1ccc(NC(=O)CSc2nnc(C3CC3)n2C2CC2)cc1,0,?,-5%,0%,-4%,2%,23%,11%,·,-0.2%
C=CCNC(=O)c1ccccc1NC(=O)COc1ccccc1,-2,2%,0%,0%,2%,?,10%,-1%,10%,0.1%
Cc1occc1-c1nnc(SCC(=O)Nc2nc3ccccc3s2)o1,0,11%,·,-4%,·,?,-5%,1%,-4%,-0.2%
COC(=O)/C(=N/Nc1ccccc1)N1CCCc2ccccc21,23,11%,2%[46.1 µM],-3%,0%,5%,-23%,-48%,10%,0.1%
O=C1CNC(=O)/C1=C/c1ccc(O)cc1,1,1%,12%,-5%,7%,3%,22%,3%,12%,-0.1%
CC(=O)NCc1ccc(C(=O)COC(=O)COc2ccc(Cl)c(C)c2)s1,·,-4%,-2%,6%,-2%,22%,21%,8%,·,-0.4%
O=C(COC(=O)c1ccccc1-n1cnnn1)c1ccc(F)c(F)c1,-3,15%,4%,-1%,1%,?,-4%,1%,·,0.2%
O=c1cc(-c2ccc(Cl)cc2)[nH][nH]1,-4,0%,5%,12%,-3%,0%,21%,0%,13%,0.5%
COc1ccc(/C=N\NC(=O)CCc2c(C)n[nH]c2C)c(OC)c1OC,-1,-3%,-4%[46.1 µM],-9%,0%,-15%,-1%,2%,7%,0.2%
O=C(OCCCOc1ccc(F)cc1)c1ccc(O)cc1O,7,3%,3%,0%,1%,24%,?,31%,-4%,-0.2%
CCCCn1c(N)c(N(CCOC)C(=O)c2ccc(OCc3c(C)noc3C)cc2)c(=O)[nH]c1=O,-1,-3%,2%,-7%,3%,2%,-12%,1%,·,-0.3%
CCS(=O)(=O)C(=C1Nc2ccccc2N1)S(=O)(=O)CC,-1,2%,-5%[46.1 µM],·,-6%,-2%,18%,-10%,16%,-0.3%
Cc1onc(-c2ccccc2)c1CNS(=O)(=O)c1ccccc1[N+](=O)[O-],-2,0%,-31%,-2%,-1%,-16%,-17%,-12%,-2%,-0.9%
COc1ccc(C(=O)NC(C)c2nnc(SCc3ccc(Cl)c(Cl)c3)n2C)cc1 (centres undefined),14,-14%,2%,-1%,-4%,-12%,13%,-7%,-11%,0.4%

Remaining list, next part.
SMILES,TRPV1 ag,p53 reactivator,TCR act,A-T KAP1 phos,PTAP TSG101 blk,ELG1 repair inh,Integrin act MD,BRCA1 expr up,CXXC DNA block,B2AR arrestin
COc1cc(/C=N/NC(=O)CCN2CCN(Cc3ccccc3)CC2)cc(OC)c1OC,-5,-6%,2%[46.1 µM],15%,-7%,?,-18%,-10%,9%,-1.2%
CCc1ccc(CNC(=O)C2CCCN(c3nnc(C)c4c(C)n(-c5ccccc5)nc34)C2)cc1 (centres undefined),?,23%,0%,-2%,-4%,21µM*,-83%[inhibitor],-65%,8%,-0.9%
Cc1cc2ncn(C(=O)N3CCC(C)CC3)c2cc1C,20,?,-4%[46.1 µM],-6%,-4%,?,23%,?,-4%,-0.7%
CN(C)/C=C(/C(=O)c1ccc(Cl)c(Cl)c1)S(C)(=O)=O,-3,-5%,1%,1%,-3%,4%,-12%,32%,0%,-0.4%
N#Cc1ccc(NC(=O)Cn2c3[n+](c4ccc(C(F)(F)F)cc42)CCCCC3)cc1,-2,-3%,4%,2%,-3%,5%,0%,-4%,51%[activator],0.4%
CS(=O)(=O)c1cccc(C(=O)Nc2ccc(S(=O)(=O)N3CCCCC3)cc2)c1,?,-4%,-1%,11%,-4%,?,-17%,-31%,·,-0.4%
